# MK inhibit: S. pneumoniae mevalonate kinase inhibition | purified MK, PK/LDH-coupled NADH absorbance 340 nm | inhibition, % at 10 µM | actives 0.48% (n = 65,000) | AID 555;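 active = ranked among the strongest by inhibition in the single 10 µM screen, a fixed top-ranked set picked for dose follow-up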; note: no value below 0 was filed
# PMK inhibit: blocks S. pneumoniae phosphomevalonate kinase; purified PMK, PK/LDH-coupled NADH absorbance 340 nm; actives 0.49% (n = 65,000); inhibition, % at 10 µM;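 active = top-ranked compounds by inhibition in the single 10 µM screen, taking a fixed number of the strongest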;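 note: 0% = full reaction with DMSO carrier and 100% = background rate without enzyme reaction; no value below 0 was filed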
# HT1080 cytotoxicity: HT1080 cell viability loss – fluorescence readout (AID 620); HT1080 viability, fluorescence; higher % means a stronger effect; one-dose cytotoxicity, % at 10 µM; EC50 in µM for titrated hits; actives 0.42% (n = 87,000);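 note: cells exposed to compound overnight then 4 h with Alamar Blue; 0% = vehicle DMSO and 100% = killing control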
# Alkaline phosphatase: inhibition of tissue-nonspecific alkaline phosphatase – biochemical, luminescent (AID 518); purified TNAP enzyme, luminescent substrate readout; higher % means a stronger effect; inhibition, % at 20 µM, or IC50 in µM where a hit was titrated; actives 0.09% (n = 64,000); in the data active = a potency from the dose series; inactive = the rest, 99 in 100 with inhibition below about 22%;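 note: plate controls were vehicle for no effect and reference inhibitor for full effect; many of its hits are not listed in these tables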
# Bfl-1 inhibitors: displacement of Bid BH3 peptide from Bfl-1 – biochemical, fluorescence polarization, FITC-Bid, mouse, primary screen (AID 432) | FITC-Bid BH3 peptide fluorescence polarization displacement; higher % means a stronger effect | displacement, % at 20 µM; hits with a dose series show IC50 in µM | actives 0.02% (n = 64,000); in the data active = a potency from the dose series; inactive = the rest, 99 in 100 with displacement below about 15%; note: strong numbers were not always called active
# KRASV12 cytotoxicity: viability loss of HPDE-C7K cells – cell-based, fluorescence, HTS, primary screen (AID 431); HPDE-C7K KRASV12 cells, Alamar Blue viability, 48 h; higher % means a stronger effect; cytotoxicity, % at 10 µM, or EC50 in µM where a hit was titrated; actives 1.7% (n = 63,000);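 active = compounds whose percent cytotoxicity in the single-dose primary screen, scaled between solvent and toxic-drug controls, exceeds 50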;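 note: 0% = DMSO solvent wells and 100% = doxorubicin-treated wells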
# Spn DPM-DC inh: blocks S. pneumoniae diphosphomevalonate decarboxylase; purified DPM-DC, PK/LDH coupled NADH fluorescence; actives 0.49% (n = 65,000); AID 556; calls only at 10 µM;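 active = the 320 compounds with the highest percent inhibition in the single-dose primary screen, excluding strongly autofluorescent ones, cut at about 32% in these data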;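 note: kinetic rate of NADH fluorescence loss reporting ADP formed by the decarboxylase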
# LYP inhibition: inhibition of human PTPN22 tyrosine phosphatase – biochemical, DiFMUP fluorescence, recombinant catalytic domain, 10 µM, primary screen (AID 606) | recombinant LYP catalytic domain, DiFMUP fluorescence; higher % means a stronger effect | one-dose inhibition, % at 10 µM; IC50 in µM for titrated hits | 52,000 tested, under 10 active;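 active = IC50 under 40 µM in the dose-response test; inactive = IC50 of 40 µM or more, or never dose-tested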
# HPDE-C7 viability: HPDE-C7 pancreatic duct cell viability loss – fluorescence, HTS (AID 430); HPDE-C7 pancreatic duct cells viability, fluorescence; higher % means a stronger effect; cytotoxicity, % at 10 µM, or EC50 in µM where a hit was titrated; actives 1.8% (n = 63,000);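 note: cells exposed to compound for 48 hours before viability readout; 0% = vehicle and 100% = reference cytotoxic drug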
# PMK inhibit pilot replicates: second read-out of PMK inhibit, no call of its own (marks repeat the call); inhibition, %; measured here: pilot screen replicates
# MK inhibit pilot replicates: recorded beside MK inhibit, whose call it bears; inhibition, %; measured here: pilot screen replicates
# Spn DPM-DC inh pilot screen %: further read-out of Spn DPM-DC inh, marked with its call; inhibition, %; measured here: pilot screen trials
# * hit, by the source's call; i = inactive; / = no result given; + = active, no number. Cut-off read from the data, not from the text of the source, unless noted: active = cytotoxicity above about 50%; inactive = the rest.
SMILES,MK inhibit,PMK inhibit,HT1080 cytotoxicity,Alkaline phosphatase,Bfl-1 inhibitors,KRASV12 cytotoxicity,Spn DPM-DC inh,LYP inhibition,HPDE-C7 viability,others
O=C(CN1C(=O)CCC1=O)Nc1nc(-c2cccs2)cs1,0,9,2%,8%,2%,2%,i,19%,1%,
Cc1sc2ncnc(SCC(=O)c3cccs3)c2c1C,7,9,-2%,4%,-6%,-20%,i,10%,-10%,
COc1ccc(-c2coc3cc(O)ccc3c2=O)cc1OC,0,17,9%,11%,-1%,-7%,+,/,-4%,
Cc1ccc(C)c(NS(=O)(=O)c2ccc(OCC(=O)NCc3ccco3)cc2)c1,11,8,-2%,12%,-2%,2%,i,8%,-8%,
O=C(c1oc(=O)c2ccccc2c1-c1ccccc1)N1CCC(O)CC1,0,9,-11%,7%,-4%,6%,i,8%,-1%,
Cc1cccc(N2CCN(C(=O)C3CCN(c4nnc(-n5cccc5)s4)CC3)CC2C)c1 (stereo not given),3,18,-2%,2%,-5%,27%,i,2%,30%,
N#Cc1nc(COc2ccccc2)oc1N1CCC(Cc2ccccc2)CC1,3,10,2%,11%,-8%,4%,i,25%,-3%,
COc1ccc2c(c1OC)C(=O)N1C(C(=O)O)Cc3c([nH]c4ccccc34)C21 (stereo not given),1,4,6%,11%,6%,13%,i,-1%,16%,
Cc1ccc2c(SCC(=O)NCc3ccco3)nc(-c3ccc(F)cc3)nc2c1,0,12,-7%,4%,1%,-14%,i,/,-6%,
CN1C(=O)c2ccc(S(=O)(=O)c3ccc(C(=O)O)cc3)cc2C1=O,3,21,3%,-1%,-8%,-13%,i,13%,-19%,
CC(=O)Nc1ccc(S(=O)(=O)NCCN2CCOCC2)cc1,0,1,1%,10%,-2%,17%,i,6%,1%,
COc1ccc(-n2c(SCC(N)=O)nc3sc4c(c3c2=O)CCN(C)C4)cc1,0,8,7%,11%,1%,-5%,i,9%,-7%,PMK inhibit pilot replicates=8.0;MK inhibit pilot replicates=2.5;Spn DPM-DC inh pilot screen %=9.5
COc1ccc(OC)c(NC(=O)Cn2cc(C#N)c3cc(Br)ccc32)c1,7,8,9%,10%,-4%,-2%,i,-4%,3%,
C/C(N)=C(/C#N)C(=O)COC(=O)c1cc(S(=O)(=O)N2CCCCC2)ccc1C,2,14,3%,1%,-7%,-2%,i,3%,-14%,PMK inhibit pilot replicates=0.5;MK inhibit pilot replicates=5.0;Spn DPM-DC inh pilot screen %=0.0
Cc1cccc2cc(CN(CC3CCCO3)C(=O)NC3CCCCC3)c(=O)[nH]c12 (stereo not given),0,14,20%,10%,-2%,5%,i,-1%,-8%,
CCOC(=O)CC(=O)Nc1c(C)cc(C)cc1C,8,0,-5%,16%,-2%,3%,i,3%,-12%,PMK inhibit pilot replicates=0.0;MK inhibit pilot replicates=1.5;Spn DPM-DC inh pilot screen %=0.0
O=C1NCCCC2c3cc(O)c4ccccc4c3OC12N1CCCCC1 (stereo not given),6,8,13%,4%,16%,/,i,/,/,
O=C(COc1cccc2cccnc12)NCC(F)(F)F,0,20,0%,5%,3%,13%,i,5%,5%,
O=C1C2C3C=CC(C3)C2C(=O)N1c1nccs1 (stereo not given),16,5,-2%,4%,-3%,-2%,i,14%,-8%,
Cc1ccc(NC(=O)CSc2nnc(Cc3cccn3C)n2-c2ccc(F)cc2)cc1,7,1,-4%,17%,3%,8%,i,-13%,7%,PMK inhibit pilot replicates=4.5;MK inhibit pilot replicates=3.0;Spn DPM-DC inh pilot screen %=3.5
CCCCOC(=O)c1ccc(NC(=O)c2cnc3n(c2=O)CCS3)cc1,2,10,-10%,-6%,-9%,-8%,i,/,-20%,
CC(C)Cn1c(-c2ccccc2F)n[nH]c1=S,32,6,9%,19%,6%,11%,i,9%,15%,
COc1ccc(CCNC(=O)COc2ccc(S(=O)(=O)N3CCOCC3)cc2)cc1OC,8,5,-4%,5%,0%,0%,i,6%,2%,
Cn1nnnc1SCc1ccc(C(=O)Nc2nccs2)cc1,6,9,-4%,10%,1%,-2%,i,27%,8%,
COc1cccc(-c2nnc(SCC(=O)Nc3cc(C)on3)o2)c1,0,2,9%,2%,-3%,6%,i,/,2%,
Nc1nnc(Cc2ccc(Cl)c(Cl)c2)s1,2,0,6%,8%,3%,21%,i,0%,9%,
CN(C)c1ccc(C(c2nnnn2CCOC(=O)Nc2ccc(Cl)cc2)N2CCOCC2)cc1 (stereo not given),9,12,4%,11%,-14%,-2%,i,13%,-2%,
O=C(NCC1CCCO1)c1c(O)c2ccccc2[nH]c1=O (stereo not given),0,11,2%,14%,1%,/,i,10%,/,
COC(=O)c1cc(Br)c(=O)n(CCc2ccc(F)cc2)c1,6,0,1%,16%,-10%,3%,i,-2%,10%,PMK inhibit pilot replicates=4.5;MK inhibit pilot replicates=0.0;Spn DPM-DC inh pilot screen %=0.0
COc1ccc(NC(=O)C2Cc3ccccc3CN2C(=O)c2ccccc2)cn1 (stereo not given),3,9,41%,4%,47%,6%,i,5%,6%,
C=CCNc1oc(-c2ccc(OCC)cc2)nc1C#N,3,0,2%,7%,-10%,4%,/,16%,6%,
Cc1nn(-c2ccccc2)c2c1C(c1ccccc1)C(C#N)=C(N)O2 (stereo not given),5,16,-2%,0%,2%,-5%,i,15%,3%,
Cn1nccc1C(=O)NCCN1C(=O)OC(C)(C)C1(C)O (stereo not given),0,12,-2%,3%,-5%,-4%,i,/,-1%,
C=C(C)Cn1c(CCCNC(=O)CC)nc2ccccc21,12,0,16%,/,/,/,i,0%,/,
COc1ccc(OC)c(NC(=O)c2c(NC(=O)c3ccco3)sc3c2CCC3)c1,10,4,-5%,18%,-6%,-3%,i,1%,-4%,
COc1ccc(-n2c(Cc3cccn3C)nnc2SCC(=O)Nc2cccc(OC)c2)cc1,10,10,1%,5%,3%,16%,i,-15%,6%,PMK inhibit pilot replicates=1.0;MK inhibit pilot replicates=5.0;Spn DPM-DC inh pilot screen %=18
CCOC(=O)N1CCN(C(=O)c2ccc3nc(SCc4ccc(F)cc4)n(C)c3c2)CC1,11,9,-1%,6%,0%,-6%,i,-8%,3%,
CCn1cc(C(=O)NC2CCc3ccccc32)c(=O)c2ccc(C)nc21 (stereo not given),3,0,-10%,14%,-6%,7%,i,9%,-9%,PMK inhibit pilot replicates=3.5;MK inhibit pilot replicates=2.0;Spn DPM-DC inh pilot screen %=2.0
O=C(Cn1nc(-c2ccccc2)c2ccccc2c1=O)NCC1CCCO1 (stereo not given),6,14,-1%,2%,-10%,0%,i,9%,4%,
CCOC(=O)c1cnc(SCc2nc(N)nc(Nc3ccc(C)cc3)n2)nc1N,7,13,11%,4%,-5%,28%,i,7%,20%,
Nc1nnc(SCc2ccc3c(c2)OCO3)s1,7,4,-6%,4%,1%,-5%,i,-3%,-8%,
Cc1ccc(C)c(Cn2cnc3c(cnn3C(C)(C)C)c2=O)c1,1,4,-1%,/,/,/,i,/,/,
CC(O)c1nc2ccc(Cc3ccc4nc(C(C)O)[nH]c4c3)cc2[nH]1 (stereo not given),6,16,1%,-15%,-9%,-12%,i,9%,-7%,
Cc1cc(NC(=O)COC(=O)COc2ccc3c(c2)CCC3)no1,0,7,12%,15%,1%,-12%,i,2%,-4%,
O=c1oc(-c2ccco2)nc2c1cnn2-c1ccccc1,1,22,-13%,7%,5%,-33%,i,/,-14%,
Cc1nnc(SCC(=O)NC2CC2)n1CCc1ccccc1,0,12,12%,12%,-6%,-7%,i,-4%,-2%,
CCCNC(=O)c1ccc2c(c1)ncn2-c1ccccc1OC,0,15,1%,/,/,/,i,-7%,/,
O=c1[nH]c2ccc(S(=O)(=O)Nc3ccc(-c4nnc5n4CCCCC5)cc3)cc2o1,0,16,-7%,12%,-3%,-6%,i,13%,4%,
CCOc1ccc(C(=O)OCC(=O)NCc2ccco2)cc1OCC,7,13,-3%,10%,-4%,0%,i,24%,4%,
CCN1CCN(C(=O)c2cc3c(=O)n4ccccc4nc3n2Cc2ccccc2)CC1,1,3,-10%,-5%,2%,6%,/,1%,11%,
# The results go on.
SMILES,MK inhibit,PMK inhibit,HT1080 cytotoxicity,Alkaline phosphatase,Bfl-1 inhibitors,KRASV12 cytotoxicity,Spn DPM-DC inh,LYP inhibition,HPDE-C7 viability,others
CC1CCCC(C(=O)O)N1C(=O)CCSC(=O)c1ccccc1 (stereo not given),10,8,-3%,5%,-1%,/,i,/,/,
CC(=O)Nc1ccc(C2NC(=O)c3ccccc3O2)cc1 (stereo not given),2,5,16%,6%,-2%,-23%,i,7%,-28%,
O=C(CCCN1C(=O)c2ccccc2C1=O)Nc1nncs1,4,6,-3%,11%,-6%,/,i,/,/,
CC(C)Sc1nc(N)c2c3c(sc2n1)CN(C)CC3,8,0,14%,2%,-3%,6%,i,5%,-4%,
CCc1nc(SCC(=O)N2CCCC2)c2ccccc2n1,8,19,6%,8%,1%,-17%,i,/,-11%,
CCNS(=O)(=O)c1ccc(NS(=O)(=O)c2cc(C)ccc2C)cc1,13,0,-6%,6%,3%,-5%,i,14%,-6%,
COc1ccc(OC)c(-c2nc(C)sc2CC(=O)O)c1,7,6,-3%,-2%,-5%,-9%,i,13%,-6%,
CCOC(=O)c1snc(-c2ccc(F)cc2)c1N,12,6,3%,9%,-2%,-6%,i,7%,-26%,
COc1cccc(CC(NC(C)=O)C(=O)NC2CCN(c3c4c(nc5ncnn35)CCC4)CC2)c1 (stereo not given),2,9,-6%,14%,2%,4%,i,5%,3%,PMK inhibit pilot replicates=2.5;MK inhibit pilot replicates=0.0;Spn DPM-DC inh pilot screen %=1.0
O=C(NCCCN1CCOCC1)c1ccc(CS(=O)(=O)c2c(Cl)cccc2Cl)o1,6,8,4%,20%,4%,-7%,i,-2%,-23%,PMK inhibit pilot replicates=0.0;MK inhibit pilot replicates=0.0;Spn DPM-DC inh pilot screen %=0.0
Cc1ccc2cc(COC(=O)c3ccncc3)c(=O)[nH]c2c1,7,4,1%,8%,-6%,-3%,i,8%,-6%,
CC(=O)Nc1cc2c(cc1NC(=O)c1cnccn1)OCCO2,0,13,1%,2%,-3%,-2%,i,/,-20%,
Cc1ccc(-n2ncc3c2ncn2c(-c4ccncc4)nnc32)cc1,13,7,-2%,41%,-8%,-4%,i,2%,-13%,
O=C(NCC1CCCO1)c1cccnc1Nc1ccccc1F (stereo not given),7,11,1%,8%,-9%,/,i,3%,/,
OCCN1CCN(c2nc(-c3ccccc3)c3cc(Cl)ccc3n2)CC1,6,11,6%,16%,-9%,130%*,i,5%,67%*,
CCSc1oc(-c2ccco2)nc1S(=O)(=O)c1ccc(F)cc1,0,0,6%,10%,5%,2%,i,15%,0%,

# Nothing new here: entries from further up.
SMILES,MK inhibit,PMK inhibit,HT1080 cytotoxicity,Alkaline phosphatase,Bfl-1 inhibitors,KRASV12 cytotoxicity,Spn DPM-DC inh,LYP inhibition,HPDE-C7 viability,others
O=C(NCC1CCCO1)c1cccnc1Nc1ccccc1F (stereo not given),7,11,1%,8%,-9%,/,i,3%,/,
OCCN1CCN(c2nc(-c3ccccc3)c3cc(Cl)ccc3n2)CC1,6,11,6%,16%,-9%,130%*,i,5%,67%*,

# High-throughput results from PubChem BioAssay.
